Source: PubChem (Broad Institute)
DENV2 CPE: DENV2-induced cell death inhibition. DENV2-infected cells, cytopathic effect rescue, plate reader. CPE inhibition, % at 9.99 µM. 350,000 compounds, 1.7% hits; in the data active = CPE inhibition above about 20%, passing the limit was not always enough; inconclusive = no clear call, values can overlap the other calls; tested in BHK-21 cells;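 also: 0% = median of neutral control wells and 100% = median of positive control wells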
SIRT5 block: inhibitors of human sirtuin-5 desuccinylase. Q9NXA8. Purified SirT5, succinyl-peptide AMC, trypsin-coupled fluorescence. inhibition, % at 15 µM. 330,000 compounds, 1.1% hits; in the data active = inhibition above about 15%; inconclusive = no clear call, values can overlap the other calls
Target sequence (Q9NXA8 whole entry, looked up): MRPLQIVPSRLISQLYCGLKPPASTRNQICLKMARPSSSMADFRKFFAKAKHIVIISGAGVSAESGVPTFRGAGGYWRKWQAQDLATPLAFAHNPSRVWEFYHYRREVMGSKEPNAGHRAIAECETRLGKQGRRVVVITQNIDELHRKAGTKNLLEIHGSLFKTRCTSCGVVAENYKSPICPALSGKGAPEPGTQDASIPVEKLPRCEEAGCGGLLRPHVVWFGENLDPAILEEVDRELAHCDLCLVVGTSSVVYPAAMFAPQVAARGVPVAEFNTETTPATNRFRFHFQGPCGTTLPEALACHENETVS
miR-122 sensor: miR-122 inhibition in Huh7 cells. Huh7 miR-122 Renilla luciferase sensor, 48 h; neutral wells = 0, positive control = 100. activation (reporter increase), % at 12.5 µM. 340,000 compounds, 0.3% hits. AID 602342;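 active = mean replicate activation score at least 90 and every replicate individually at or above 90; inconclusive = only one of the two criteria met; inactive = neither criterion met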;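 also: higher luciferase means less miR-122 activity so hits act as miR-122 inhibitors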
ERAP1 inh: blocks human ERAP1 aminopeptidase activity; inhibition, % at 10.7 µM; 340,000 compounds, 0.15% hits; recombinant ERAP1, Leu-AMC fluorescence, 60 min; AID 652197;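 active = mean replicate inhibition of at least 30%, or all replicates individually reaching that 30% level; inactive = mean below 30% and not every replicate reaching it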;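 also: 0% = neutral control wells and 100% = L-leucinethiol positive control wells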
CFTR F508del cor: CFTR F508del correction in bronchial cells. CFBE cells, YFP halide quenching; stimulated with forskolin plus potentiator P3; % fluorescence drop versus neutral controls. activity (quench increase), % at 7.58 µM. 350,000 compounds, 0.36% hits;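 active = mean added fluorescence quench of at least 8% versus neutral control, with both replicates also reaching 8%; inconclusive = only one of the mean or replicate conditions met; inactive = mean below 8% and not both replicates reaching 8%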;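 also: cells transiently co-express mutant CFTR-F508del with the halide-sensitive YFP; corrector assay measuring rescue of mutant channel to the surface after 24 h compound exposure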
ERp5 block: blocks human ERp5 reductase activity on insulin | inhibition, % at 9.99 µM | Q15084 | 350,000 compounds, 0.05% hits | ERp5 insulin aggregation, absorbance 650 nm, 90 min;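 active = mean replicate inhibition above about 25%, with every replicate also reaching it, limit read from the data, passing the limit was not always enough; inconclusive = only one of those two criteria met; inactive = neither criterion met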
Target sequence (Q15084 whole entry, looked up): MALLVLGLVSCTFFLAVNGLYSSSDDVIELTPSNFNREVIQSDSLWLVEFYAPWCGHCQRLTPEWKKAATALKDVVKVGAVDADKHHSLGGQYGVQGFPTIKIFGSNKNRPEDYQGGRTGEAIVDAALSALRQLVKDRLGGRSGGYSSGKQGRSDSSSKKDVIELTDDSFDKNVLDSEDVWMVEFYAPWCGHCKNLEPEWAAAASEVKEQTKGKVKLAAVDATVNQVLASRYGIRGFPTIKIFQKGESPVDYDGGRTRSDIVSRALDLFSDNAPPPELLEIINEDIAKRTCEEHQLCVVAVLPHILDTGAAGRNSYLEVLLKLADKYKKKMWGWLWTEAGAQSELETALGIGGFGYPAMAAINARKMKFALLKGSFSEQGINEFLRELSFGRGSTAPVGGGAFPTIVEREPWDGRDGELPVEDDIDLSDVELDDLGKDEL
CASP6 VEID inh: inhibitors of human caspase-6; P55212; inhibition, % at 12.5 µM; 350,000 compounds, 0.53% hits; purified caspase-6, Z-VEID-R110 cleavage fluorescence;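 active = mean inhibition across replicates at least about 35%, with every replicate also reaching that limit, limit read from the data; inconclusive = only one of the two criteria met; inactive = neither criterion met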;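 also: 0% = median of neutral control wells and 100% = no fluorescence left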
Target sequence (P55212 24-179 limits assumed): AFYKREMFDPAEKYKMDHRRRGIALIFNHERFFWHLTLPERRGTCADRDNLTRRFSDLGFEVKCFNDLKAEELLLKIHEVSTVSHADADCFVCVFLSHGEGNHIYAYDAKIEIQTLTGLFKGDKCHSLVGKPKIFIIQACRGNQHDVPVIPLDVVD
Target sequence (P55212 194-293 limits assumed): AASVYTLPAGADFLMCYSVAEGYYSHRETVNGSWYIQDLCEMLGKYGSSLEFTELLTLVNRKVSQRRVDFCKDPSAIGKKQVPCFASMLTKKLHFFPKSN
* marks the source's active call; other numbers are inactive results; u = inconclusive; x = no result given; & = joins results of further samples; ! = not confirmed by another sample; [ ] = dose if it differs, or a comment.

Value order: DENV2 CPE	SIRT5 block	miR-122 sensor	ERAP1 inh	CFTR F508del cor	ERp5 block	CASP6 VEID inh
CCc1nc(CN2CCN(c3cc(C(F)(F)F)ccn3)CC2)c(C)[nH]1
 : -5	-6	-2	-3	-1.8	-6	-1
CO[C@H]1CN(C)C(=O)c2cc(NS(=O)(=O)c3cn(C)cn3)ccc2OC[C@H](C)N(CCC(F)(F)F)C[C@@H]1C
 : -2	1	x	3	4.1	5	0
COc1cc2ccccc2cc1C(=O)OCC(=O)NC1CCS(=O)(=O)C1 (stereo not drawn)
 : -3	7	x	7	3.7	2	2
C[C@@H]1CN([C@@H](C)CO)C(=O)c2cccc(NC(=O)Nc3ccc4c(c3)OCO4)c2O[C@H]1CN(C)C(=O)Nc1ccc2c(c1)OCO2
 : x	2	0[16.7 µM]	0	-1.0	-1	1
COc1ccc(S(=O)(=O)N(C)CC(=O)N2CCC(C)CC2)cc1Cl
 : -1	2	x	10	0.9	-4	-1
CCCC[C@@H]1C=C(C(=O)O)[C@H](c2ccc3c(c2)OCO3)N1S(=O)(=O)c1ccc(C)cc1
 : -5	3	10	4	0.0	4	3
CCCCCN(C(=O)CCC(=O)OCc1cccc(F)c1)c1c(N)n(CCCC)c(=O)[nH]c1=O
 : 5	-2	-2	0	-2.3	1	1
C[C@@H]1CN([C@@H](C)CO)C(=O)Cc2cc(NC(=O)Nc3ccc4c(c3)OCO4)ccc2O[C@H]1CN(C)S(=O)(=O)c1cccs1
 : 2	x	-6[16.7 µM]	x	-1.3	x	x
Oc1ccc(C2Nc3cccc4cccc(c34)N2)cc1
 : -10	2	-5	-4	-4.4	1	2
N#CC1(Nc2ccc([N+](=O)[O-])cc2)CCCC1
 : 1	-1	x	-3	1.7	-6	1
Cc1ccc(C2=NNC(C(O)C(O)C(O)CO)S2)cc1 (stereo not drawn)
 : x	-2	0	4	x	10	-4
Cc1ccc(NC(=O)CSc2nc(=O)n(CCCN3CCOCC3)c3c2CCCC3)cc1
 : 1	0	-1	2	1.9	1	0
O=[N+]([O-])c1ccccc1S(=O)(=O)N1CCN(CC2CC=CCC2)CC1 (stereo not drawn)
 : -1	-4	7	-3	-1.9	u	3
COc1cccc(C(=O)NC2CCCC2)c1
 : -4	-1	-4	3	-1.5	-5	0
CCCC(=O)Nc1ccc2c(c1)C(=O)N(C)[C@@H]1CC[C@@H](CC(=O)O)O[C@H]1CO2
 : 0	4	2[16.7 µM]	0	2.5	-1	-1
C[C@@H](NC(=O)[C@H]1[C@H](CO)[C@H]2Cn3c(cccc3=O)[C@@H]1N2C(=O)C1CCCC1)c1ccccc1
 : -1	2	3[16.7 µM]	2	1.8	0	-1
COc1ccc(C(C(N)=O)c2ncc(C(F)(F)F)cc2Cl)cc1 (stereo not drawn)
 : -5	-2	x	2	2.5	-2	-2
CC(C)(C)CN1CCNC(=O)C1CC(=O)NCCc1ccccc1C(F)(F)F (stereo not drawn)
 : -2	0	x	-1	-0.2	-1	-3
O=C(c1ccco1)N1CCN(Cc2nc3ccccc3[nH]2)CC1
 : -3	-3	5	2	1.9	0	3
CCC(=O)Nc1ccc(NC(=O)c2oc3ccccc3c2C)cc1
 : 40*	3	0	5	-0.2	-3	0
COc1ccc(NC(=O)N(C)C[C@@H]2OCCCC[C@@H](C)Oc3ccc(NS(=O)(=O)c4ccc(Cl)cc4)cc3C(=O)N([C@H](C)CO)C[C@H]2C)cc1
 : 38*	5	-11[16.7 µM]	-5	0.0	-1	1
O=C(CN1CCSC1=O)N1CCN(S(=O)(=O)c2ccc(F)cc2)CC1
 : 9	-8	x	0	1.0	2	-1
COc1cccc(C(=O)NNC(=O)Cc2ccc([N+](=O)[O-])cc2)c1
 : 0	-1	x	2	x	-1	2
CC(=O)N1[C@H](CO)[C@H](c2ccccc2)C12CN(C(=O)c1ccccn1)C2
 : 3	-4	x	0	-1.1	-3	1
CO[C@H]1CN(C)C(=O)c2ccc(NS(C)(=O)=O)cc2OC[C@H](C)N(C(=O)C2CC2)C[C@H]1C
 : x	-1	x	-1	-1.8	1	-3
Cc1cc(C(=O)CSc2nn3c(=O)c(C(C)(C)C)nnc3s2)c(C)n1C
 : 1	0	x	7	-1.0	6	7
CCC(C)[C@@H]1NC(=O)N(CCCN2CCCC2=O)C1=O (stereo partly drawn)
 : 3	-1	1	-4	-4.9	0	1
C[C@H]1CN([C@@H](C)CO)S(=O)(=O)c2ccc(-c3cccnc3)cc2O[C@@H]1CN(C)Cc1cncnc1
 : 9	-3	12[16.7 µM]	1	-1.1	-14	-4
CC1CC1C(=O)Nc1nc2ccc(Cl)cc2s1 (stereo not drawn)
 : 0	-6	x	6	7.7	-2	-1
CCOC(=O)C1(C(=O)OCC)COC(=O)C2(CC)OC21 (stereo not drawn)
 : -3	x	x	3	-3.5	2	3

Laid out differently: two of the compounds above.
> C[C@@H]1CN([C@@H](C)CO)C(=O)c2cccc(NC(=O)Nc3ccc4c(c3)OCO4)c2O[C@H]1CN(C)C(=O)Nc1ccc2c(c1)OCO2
- DENV2 CPE = x
- SIRT5 block = 2
- miR-122 sensor = 0[16.7 µM]
- ERAP1 inh = 0
- CFTR F508del cor = -1.0
- ERp5 block = -1
- CASP6 VEID inh = 1
> COc1ccc(S(=O)(=O)N(C)CC(=O)N2CCC(C)CC2)cc1Cl
- DENV2 CPE = -1
- SIRT5 block = 2
- miR-122 sensor = x
- ERAP1 inh = 10
- CFTR F508del cor = 0.9
- ERp5 block = -4
- CASP6 VEID inh = -1

Next structures follow:
Value order: DENV2 CPE	SIRT5 block	miR-122 sensor	ERAP1 inh	CFTR F508del cor	ERp5 block	CASP6 VEID inh
COc1ccc(S(=O)(=O)N(C)C[C@H]2Oc3ccc(NC(=O)Cc4ccccc4)cc3CC(=O)N([C@@H](C)CO)C[C@@H]2C)cc1
 : 2	7	-1[16.7 µM]	-2	-2.8	7	1
COc1cccc(OCC(=O)NCC2CCCO2)c1 (stereo not drawn)
 : -3	-3	x	1	2.3	8	0
O=C(NCC1CCCO1)c1ccc(Oc2ccc([N+](=O)[O-])cc2)cc1 (stereo not drawn)
 : 6	5	-3	x	-2.4	3	2
COc1ccc(-c2cn(CC[C@H]3CC[C@@H](NC(=O)NC(C)C)[C@H](CO)O3)nn2)cc1
 : -8	-4	x	2	-2.4	-1	1
CCOC(=O)C1CCCN(C(=O)CSc2nnc3nc(C)cc(C)n23)C1 (stereo not drawn)
 : 2	-1	9	0	0.8	2	5
CN(C)CCCNc1oc(-c2ccc(Cl)cc2)nc1S(=O)(=O)c1ccccc1
 : 39*	-1	0	-9	-0.6	0	-65
CC(=O)N1CCc2cc(S(=O)(=O)NC(C)c3ccccc3)ccc21 (stereo not drawn)
 : -5	-23	x	-2	-3.6	-1	1
CC(C)(C)c1ccc(CSc2nnc(-c3ccccn3)n2Cc2ccco2)cc1
 : x	-2	3	3	x	-4	-1
C[C@H](CO)N1C[C@H](C)[C@@H](CN(C)Cc2cccnc2)Oc2cc(C#CCN(C)C)ccc2S1(=O)=O
 : u	4	29[16.7 µM]	4	-0.6	-1	-1
S=C(NCCc1c[nH]c2ccccc12)NC1CCCC1
 : 8	-4	x	21	-0.9	0	-3
O=C1COc2ccc(C(=O)COc3ccc(Cl)cc3Br)cc2N1
 : 6	-1	-1	-5	1.9	-9	3
Cc1ccc(NC(=O)C2CCC(N3C(=O)C4CCCCC4C3=O)CC2)cc1 (stereo not drawn)
 : 16	-2	1	2	3.3	4	-5
CCCCOCCCNC(=O)CN1C(=O)c2ccccc2C1=O
 : -2	0	x	-2	4.3	-1	-3
O=C(NCc1cccs1)C1CC(c2ccc(F)cc2)=NO1 (stereo not drawn)
 : -5	-2	-1	1	-0.7	-1	0
CSc1ccccc1NC(=O)CSc1nnc(CNC(=O)c2ccccc2F)n1C
 : -1	-1	-2	1	5.5	0	0
CCC(=O)Nc1ccc2c(c1)C(=O)N(C)[C@@H]1CC[C@@H](CC(=O)NCCc3ccccc3)O[C@@H]1CO2
 : -2	0	9[16.7 µM]	-3	-1.2	9	3
C[C@H]1CN([C@@H](C)CO)C(=O)c2cc(/C=C/c3ccccc3)cnc2O[C@H]1CN(C)C(=O)c1ccc2c(c1)OCO2
 : -2	-16	-13[16.7 µM]	-1	-2.2	15	-2
C[C@H]1CN([C@@H](C)CO)C(=O)c2cc(C#CCN(C)C)cnc2O[C@@H]1CN(C)C(=O)c1cnccn1
 : -3	-2	30[16.7 µM]	-1	1.3	0	2
CC(C)=CCn1c2ccc(NC(=O)Nc3ccc(N(C)C)cc3)cc2c(=O)n1C
 : -5	-3	0	-3	-3.3	-9	3
CC(=O)c1cccc(S(=O)(=O)Nc2c(C)nn(C)c2C)c1
 : 19	-5	x	3	1.1	-1	2
COCCC(=O)Nc1ccc2c(c1)CN(C(=O)CCOC)CC2
 : -1	-3	x	1	-1.3	7	-1
Cc1ccc(N(C)C2=NC(=O)CS2)cc1Cl
 : 13	5	-2	0	-0.9	4	-1
C[C@@H]1CCCCO[C@@H](CN(C)C)[C@H](C)CN([C@@H](C)CO)C(=O)c2cc(NS(=O)(=O)c3ccc(Cl)cc3)ccc2O1
 : 4	7	-2[16.7 µM]	1	-0.1	0	4
COc1cccc(-c2ccc(NC(=O)C3CCCN(CCCn4cccn4)C3)cc2)c1 (stereo not drawn)
 : 2	-4	-5	-3	-3.6	2	-3
CCN(CC)CCOC(c1ccccc1)c1ccc(C)cc1 (stereo not drawn)
 : 1	-3	x	0	x	-2	-1
O=C(CN1CCOCC1)NCC[C@H]1CC[C@@H](NC(=O)Cc2ccccn2)[C@H](CO)O1
 : -7	2	x	1	4.3	1	0
C[C@@H]1CN([C@@H](C)CO)C(=O)c2cc(C#Cc3cccc(F)c3)cnc2O[C@H]1CN(C)C(=O)C1CCCCC1
 : 22*!	7&-9&2	-6	2&0&3	-2.2&-2.2&0.5	-1&4&-2	2&0&1
CCCCCn1c(CNC(=O)CCC)nc2ccccc21
 : 6	-1	-3	5	-4.9	-5	1
CCC(=O)Nc1ccc2c(c1)OC[C@H](C)N(C(=O)C1CC1)C[C@H](C)[C@@H](OC)CN(C)C2=O
 : 0	-4	-4[16.7 µM]	x	1.9	3	x
C[C@H](CO)N1C[C@H](C)[C@@H](CN(C)C(=O)Nc2ccc(C(F)(F)F)cc2)Oc2c(NC(=O)c3ccncc3)cccc2C1=O
 : u	-5&2	-6[16.7 µM]	9&-3	-0.9&-1.4	1&-2	0&0
O=S(=O)(Nc1nc2ccccc2nc1Nc1cccc(S(=O)(=O)N2CCCCC2)c1)c1ccccc1
 : 5	4	-10	2	7.9	7	7
COc1ccccc1NC(=S)N1CCN(Cc2ccc3c(c2)OCO3)CC1
 : 1	-3	-1	-5	x	4	-2
Cc1cc(C)cc(Oc2nc3c(C)cccn3c(=O)c2/C=C(\C#N)C(=O)NC2CCS(=O)(=O)C2)c1 (stereo not drawn)
 : -1	-4	x	2	-2.6	4	-2
COc1ccc(C2CC(c3cccs3)=NN2C(=O)CCC(=O)O)cc1 (stereo not drawn)
 : 2	0	-4	x	-1.8	1	-1
Cc1noc(C)c1CSCC(=O)Nc1nc2ccccc2s1
 : -7	-7	x	4	0.3	1	7
COC(=O)[C@@H](Cc1c[nH]c2ccccc12)NCc1ccc(B(O)O)cc1
 : 2	0	5	0	1.9	-7	3
N#C/C(=C\C1=C(N2CCOCC2)C(=C/c2cccc([N+](=O)[O-])c2)/CC1)C(=O)Nc1ccccc1F
 : 4	-1	x	-1	x	5	-1
COc1ccc(N/C(C)=C/C(=O)c2ccccc2)cc1
 : x	1	-6	1	x	-2	2
CSc1nccc(-c2c(-c3ccc(Cl)cc3)noc2C)n1
 : u	-1	12	x	1.6	1	-3
CCC(=O)N(C)C[C@@H]1Oc2ncc(/C=C/c3ccccc3)cc2C(=O)N([C@H](C)CO)C[C@H]1C
 : -4	-16	-5[16.7 µM]	0	1.2	2	0
O=C(Nc1ccccc1F)N1C[C@@H]2[C@H](c3ccccc31)[C@@H](CO)N2C(=O)c1ccc(F)cc1
 : -8	-2	5[16.7 µM]	-1	-0.6	-2	3
CCCN1C[C@H](C)[C@H](OC)CN(C)C(=O)c2cc(NS(=O)(=O)c3cn(C)cn3)ccc2OC[C@H]1C
 : x	-5	x	0	0.5	-7	-1
COc1ccc(NC(=O)c2ccccc2NC(=O)c2ccco2)cc1
 : -7	-2	2	-6	-0.4	3	-3

Hits appear at their usual frequency, and some 4% of all compounds hit somewhere here.
